ROMK mod: human ROMK K+ channel modulation, primary screen; AID 1918; Tet-inducible ROMK, thallium flux fluorescence; actives lie on both sides; actives 2% (n = 130,000); B-score at 10 µM;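 active = signal ratio slope over the read window, or its plate-corrected B-score, at least 3 SD from the plate mean, either direction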;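 also: B-score of the F/F0 ratio slope over 7 to 12 s after thallium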
Target sequence (P48048 whole entry, looked up): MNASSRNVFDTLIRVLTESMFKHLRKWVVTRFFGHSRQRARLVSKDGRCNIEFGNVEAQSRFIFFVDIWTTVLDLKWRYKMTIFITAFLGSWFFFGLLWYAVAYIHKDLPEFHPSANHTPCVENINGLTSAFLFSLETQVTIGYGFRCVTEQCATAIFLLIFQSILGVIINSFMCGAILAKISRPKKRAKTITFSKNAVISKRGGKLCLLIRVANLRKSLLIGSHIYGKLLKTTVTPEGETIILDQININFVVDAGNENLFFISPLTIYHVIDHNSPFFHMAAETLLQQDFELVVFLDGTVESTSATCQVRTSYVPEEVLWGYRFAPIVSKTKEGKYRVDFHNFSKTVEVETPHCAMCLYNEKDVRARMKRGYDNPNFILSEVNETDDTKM
STAT3 inh: reduces IL-6 driven STAT3 reporter signal; U3A cells, IL-6 STAT3-luciferase reporter, luminescence; host cell line lacks STAT1; inhibition, % at 5.5 µM; actives 0.89% (n = 190,000); AID 862;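 active = inhibition above the mean inhibition across all screened compounds plus 3 SD, cut at about 44% in these data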;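 also: 0% = DMSO only wells and 100% = 100 µM nifuroxazide control wells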
RAM network inh: inhibitors of the yeast RAM network | S. cerevisiae dse1pr::URA3 reporter, 5-FOA growth OD615, 2 d; analog-sensitive cbk1-as2 kinase mutant strain | inhibition, % at 50 µM | actives 1.8% (n = 190,000) | AID 868;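 active = inhibition above a set limit, 3 SD over mean compound inhibition, cut at about 8.4% in these data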;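 also: 0% = DMSO-only wells with no growth and 100% = 10 µM 1-NA-PP1 full growth; inhibition rescues growth on 5-FOA so higher OD means more RAM inhibition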
STAT1 blocker: reduces IFN-gamma driven STAT1 reporter signal; NIH 3T3 STAT1-luciferase reporter, luminescence; inhibition, % at 5.5 µM; AID 920; actives 0.35% (n = 200,000);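 active = inhibition above a set limit, the mean inhibition across all tested compounds plus 3 SD, cut at about 34% in these data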;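 also: 0% = IFN-gamma with DMSO and 100% = IFN-gamma with 300 µM nifuroxazide; values of inactives mirror those of a sister screen read the other way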
PPARg SRC-1 ag: PPARgamma-driven SRC-1 recruitment agonism. actives 0.41% (n = 200,000). activation, % at 8 µM. PPARgamma-SRC-1 coactivator recruitment biochemical assay; in the data active = activation above about 19%;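 also: 0% = DMSO and 100% = reference agonist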
Target sequence (P37231 whole entry, looked up): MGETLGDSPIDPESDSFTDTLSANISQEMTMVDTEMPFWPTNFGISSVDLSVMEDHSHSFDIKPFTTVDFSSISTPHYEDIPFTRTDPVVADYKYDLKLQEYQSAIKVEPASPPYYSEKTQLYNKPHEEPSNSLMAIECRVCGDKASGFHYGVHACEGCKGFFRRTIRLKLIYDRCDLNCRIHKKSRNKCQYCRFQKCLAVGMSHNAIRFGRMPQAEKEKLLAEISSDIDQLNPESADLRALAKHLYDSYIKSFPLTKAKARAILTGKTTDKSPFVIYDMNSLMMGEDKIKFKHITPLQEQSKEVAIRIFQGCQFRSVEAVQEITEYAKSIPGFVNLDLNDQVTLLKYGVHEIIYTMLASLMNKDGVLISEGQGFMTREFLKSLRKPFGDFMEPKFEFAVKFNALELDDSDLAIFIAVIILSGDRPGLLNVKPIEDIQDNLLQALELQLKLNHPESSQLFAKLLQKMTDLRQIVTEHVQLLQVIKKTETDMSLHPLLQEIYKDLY
PPARg SRC-2 ag: promotes SRC-2 coactivator recruitment by human PPARgamma | P37231 | PPARgamma LBD-SRC-2 recruitment, biochemical | activation, % at 8 µM | actives 0.34% (n = 200,000); in the data active = activation above about 22%;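 also: 0% = vehicle and 100% = reference agonist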
TR-FRET SRC-2 ct: counter-screen for PPARgamma SRC-2 recruitment agonists: TR-FRET artefact; actives 0.4% (n = 200,000); hits give high values; TR-FRET ratio at 8 µM; AID 1049; in the data active = TR-FRET ratio above about 2000; also: inactives centre near 1500
PPARg SRC-3 ag: PPARgamma-driven SRC-3 recruitment agonism; P37231; biochemical PPARgamma/SRC-3 coactivator recruitment assay; activation, % at 8 µM; actives 0.26% (n = 200,000); in the data active = activation above about 23%;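 also: 0% = DMSO and 100% = reference agonist; some compounds past the cut are filed as inactive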
S1P3 antagonist: blocks the human S1P3 receptor. actives 0.27% (n = 170,000). CHO S1P3 NFAT-BLA reporter, FRET fluorescence, antagonist mode. Q99500. inhibition, % at 4.98 µM;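 active = inhibition above the plate cutoff, the mean inhibition of test wells on that plate plus 3 SD, cut at about 28% in these data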;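 also: cells challenged with S1P at its EC80 of 0.8 µM; blue over green emission ratio from cleaved BLA substrate after 4 h stimulation; 0% = S1P-stimulated wells and 100% = unstimulated DMSO-only wells; some compounds past the cut are filed as inactive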
STAT3 activator: activators of IL-6 induced STAT3 signaling | U3A cells, IL-6 STAT3-luciferase reporter, luminescence; 100% = signal with IL-6 EC80 alone | activation (% of control), % at 5.6 µM | actives 0.91% (n = 190,000) | AID 871;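 active = activation above the screen-wide mean of compound activation plus 3 SD, cut at about 130% in these data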;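 also: 0% = background luminescence of wells with medium and substrate only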
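Assay system – human STAT1-deficient U3A cells with stable STAT3-luciferase reporter · Also added – IL-6 (33 ng/mL) · Schedule – compound 1 h, then IL-6 6 h at 37 °C · Technique – reporter luminescence signal · Evaluation – % activation versus median of IL-6-stimulated wells · Benchmarks – IL-6-only wells as 100% reference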
TLR4-MyD88 BLA: inhibitors of human TLR4-MyD88 binding. AID 861. O00206+Q99836. actives 0.18% (n = 200,000). inhibition, % at 8.4 µM. HeLa CL3-4 TLR4/MyD88 BLA complementation, FRET ratio; in the data active = inhibition above about 25%;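 also: 0% = vehicle and 100% = reference inhibitor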
An asterisk follows results filed as active; · = not tested or not shown.

SMILES | ROMK mod | STAT3 inh | RAM network inh | STAT1 blocker | PPARg SRC-1 ag | PPARg SRC-2 ag | TR-FRET SRC-2 ct | PPARg SRC-3 ag | S1P3 antagonist | STAT3 activator | TLR4-MyD88 BLA
COc1ccccc1NC(=O)c1ccc2nc(-c3ccccc3)c(-c3ccccc3)nc2c1 | -0.054 | 4 | 1.3 | -5 | 0 | 3 | 1567 | 5 | · | 102 | 0
COc1ccc(CNc2nc(-c3ccccc3)nn2C(=O)c2ccc([N+](=O)[O-])cc2)cc1 | · | 6 | 4.4 | -18 | 3 | 0 | 1539 | -3 | -8 | 91 | 4
O=S(=O)(NC(=S)NC1CCCCC1)c1ccccc1 | -0.81 | 12 | 2.7 | 3 | 3 | 2 | 1625 | -4 | -12 | 91 | -11
O=C(c1ccccn1)c1conc1C(=O)c1ccc(Br)cc1 | · | 7 | 1.1 | -2 | 12 | 10 | 1548 | -1 | · | 103 | -4
Cc1ccc(-c2noc(CN(C(=O)Cc3ccccc3)C(C)C)n2)cc1 | -1.1 | -4 | 0.8 | 5 | -8 | 3 | 1398 | 5 | · | 103 | -18
CC(=O)c1cnc(-c2cccc(Cl)c2)s1 | 0.0067 | 13 | -0.2 | -26 | -4 | -2 | 1477 | 5 | 4 | 92 | -1
O=C(COc1ccc(S(=O)(=O)NC2CCCC2)cc1)N1CCCCCC1 | 0.049 | 4 | 2.8 | -2 | -5 | -1 | 1522 | -11 | -28 | 100 | 18
CC(C)CCn1c(=O)c2ccccc2n2c(CN(C)Cc3ccccc3)nnc12 | · | -1 | -2.1 | 8 | -3 | 0 | 1472 | 4 | 4 | 105 | -8
CC1=N/C(=C\c2ccc([N+](=O)[O-])cc2)C(=O)N1c1cc(Cl)ccc1C | · | 8 | 2.7 | -3 | 12 | -5 | 1515 | 2 | · | 94 | 1
COc1ccccc1OCCC(=O)OCC(=O)Nc1ccc(Br)cc1 | · | 0 | 1.7 | 2 | 2 | 0 | 1579 | 0 | -6 | 102 | -4
O=C(NCc1cccc(C(F)(F)F)c1)c1cc(Cl)ccc1Cl | -0.078 | 5 | 0.9 | 7 | -3 | 4 | 1448 | 6 | -1 | 96 | 7
O=C(Nn1c(O)c(C=C2N=c3ccccc3=N2)sc1=S)c1ccccc1Cl | · | -9 | 3.0 | 3 | 12 | 19 | 1641 | 30* | · | 109 | -9
COc1ccc(N/C=C/C(=C(C#N)C#N)N(C)C)cc1 | · | 3 | 0.0 | 6 | -6 | -2 | 1563 | -2 | -12 | 102 | 1
Cc1ccc2nc(NC(=O)CCNS(=O)(=O)c3cccs3)sc2c1 | -0.3 | 21 | 1.8 | -13 | 15 | 10 | 1764 | -1 | · | 86 | 11
CCOC(=O)Cn1cc(C(=O)c2ccco2)c2ccccc21 | -1.3 | 6 | 1.8 | 2 | 3 | 5 | 1670 | -2 | -47 | 97 | 3
Cc1cc(C(=O)COC(=O)c2cccnc2Cl)c(C)n1CC1CCCO1 (configuration not stated) | -0.84 | 88* | 3.0 | 80* | 10 | 3 | 1656 | 4 | 7 | 25 | -3
CCCSc1nnc(CSc2nc3ccccc3s2)n1-c1ccccc1 | · | 7 | 2.7 | -3 | 2 | 2 | 1588 | -2 | · | 98 | -3
Cc1nn(C(C)(C)C)c(OC(=O)c2ccc3c(c2)OCO3)c1Sc1ccccc1 | · | 0 | 6.5 | -5 | 8 | 3 | 1633 | 4 | · | 102 | 11
Cc1cc(-c2nnc(CCC(=O)NCc3ccc(F)c(F)c3)o2)no1 | · | 1 | 4.3 | 0 | 4 | 5 | 1588 | 5 | -6 | 101 | 5
Cc1ccc(-c2nn(C)c(=O)c3ccccc23)cc1CN1CCOCC1 | 1.4 | 6 | 0.7 | 8 | 0 | 4 | 1406 | -2 | · | 98 | 4
O=C(CN1C(=O)S/C(=C/c2ccc(N3CCOCC3)cc2)C1=O)N1CCOCC1 | -1.1 | -7 | 5.0 | -15 | 1 | 7 | 1493 | 1 | -4 | 108 | 4
COc1cccc(C(=O)N2CCN(C3CCC(c4ccccc4)CC3)CC2)c1 (configuration not stated) | · | 9 | 0.8 | 5 | -2 | 4 | 1312 | -7 | 11 | 97 | 4
CN1CCN(c2oc(-c3cccs3)nc2S(=O)(=O)c2ccccc2)CC1 | -0.42 | 11 | 2.3 | 2 | -1 | 2 | 1506 | -5 | -14 | 96 | -7
CC(=O)Nc1ccc(C2=NN(C)C(=NCc3ccccc3)SC2)cc1 | -0.26 | 8 | 3.0 | 1 | 2 | 2 | 1694 | 4 | -6 | 97 | 2
Cc1nn(-c2ccc(F)cc2)c(C)c1CN1CCN(Cc2ccccc2)C(CCO)C1 (configuration not stated) | 0.22 | -1 | 2.2 | 4 | -2 | 3 | 1432 | -5 | 7 | 105 | 2
CCOc1ccc(N2C(=O)c3cccnc3C2=O)cc1 | -0.12 | 7 | -0.3 | -7 | 6 | 3 | 1697 | 14 | -10 | 96 | -2
C/C(=N\N=c1/sc2ccccc2n1C)c1ccccn1 | 0.28 | 5 | -0.8 | -49 | -2 | -12 | 1520 | 1 | -3 | 100 | -10
CC1=CCC2C(=O)N(c3nc(C)cc(C)n3)C(=O)C2C1 (configuration not stated) | · | -2 | 1.6 | -6 | -8 | -4 | 1442 | -10 | -14 | 106 | -10
CSc1ccccc1NC(=O)c1ccc([N+](=O)[O-])cc1 | -0.38 | 16 | 0.4 | -15 | 4 | 13 | 1423 | 5 | 5 | 91 | 8
O=C(N/N=C/c1cc([N+](=O)[O-])ccc1Cl)c1ccc2nc[nH]c2c1 | · | 8 | 1.2 | 10 | 4 | 4 | 1520 | -8 | · | 97 | -2
CCOC(=O)c1sc(NC(=O)CSc2ncn(-c3ccccc3)n2)nc1C | -1.8 | 0 | 6.9 | -1 | 7 | 3 | 1380 | 7 | -3 | 102 | -1
COc1ccc(NC(=O)c2cn(-c3ccccc3)nc2-c2ccncc2)cc1 | 0.57 | 20 | 4.0 | 12 | 2 | 6 | 1615 | 4 | -1 | 87 | -3
O=C(c1ccc(NS(=O)(=O)c2ccccc2)cc1)N1CCN(Cc2ccc3c(c2)OCO3)CC1 | · | 11 | 0.3 | 1 | 0 | -5 | 1523 | 7 | 4 | 92 | -11
CCCNCc1cc(OC)c(OCC(=O)Nc2ccccc2)cc1Br | -0.77 | 0 | 0.7 | -3 | 0 | 1 | 1600 | 2 | -3 | 101 | 10
N#Cc1ccc(NC(=O)CN2C(=O)NC(Cc3ccccc3)C2=O)cc1 (configuration not stated) | -0.54 | 5 | 0.1 | 6 | 6 | 0 | 1597 | 0 | -9 | 100 | 3
CC1(C)CC(=O)C2=C(C1)N(N1CCOCC1)C(N)=C(C#N)C2c1cccs1 (configuration not stated) | · | -14 | 0.3 | 4 | -1 | -4 | 1446 | 4 | -3 | 114 | 10
CON=C1CCN(c2ncc(C(F)(F)F)cc2Cl)CC1 | · | 19 | -0.7 | 3 | 0 | 2 | 1571 | 1 | · | 89 | 0
c1ccc2c(CN3CCOCC3)csc2c1 | -0.057 | -1 | 1.0 | 6 | -5 | 2 | 1517 | -3 | 14 | 101 | 1
O=C(O)CCC/C=C\C[C@@H]1[C@@H](/C=C/[C@@H](O)COc2cccc(Cl)c2)[C@H](O)C[C@@H]1O | · | -4 | 0.4 | 3 | 4 | 3 | 1463 | 0 | 5 | 106 | -3
CCN1CCN(C(=O)c2ccccc2N(Cc2ccccc2)S(C)(=O)=O)CC1 | · | 4 | 0.2 | -4 | -2 | 8 | 1568 | -7 | 19 | 103 | -1
CC(C)C(NC(=O)C1CCCCC1)C(=O)N1CCN(c2ccc(F)cc2)CC1 (configuration not stated) | -0.39 | 4 | -0.5 | 0 | 4 | -4 | 1536 | 5 | 18 | 100 | 12
COc1ccccc1NC(=O)c1ccccc1NS(C)(=O)=O | · | 4 | -0.1 | -1 | 4 | -2 | 1283 | 14 | 7 | 100 | 3
O=C1c2ccccc2C(Nc2ccc(Cl)cn2)N1c1cccnc1 (configuration not stated) | · | 16 | 1.9 | 5 | 10 | 4 | 1450 | 3 | -12 | 94 | 6
O=C(O)c1ccccc1C(=O)N1CC=C(c2ccccc2)CC1 | · | 8 | 1.1 | 8 | -1 | 2 | 1752 | 3 | -5 | 97 | -15
O=C(CCSc1ccc(Cl)cc1)NC1CCCCC1 | · | 3 | 1.7 | -6 | -12 | -3 | 1540 | 6 | · | 107 | 1
COc1ccc(CN(CC(=O)NC2CCCCC2)C(=O)CCCC(=O)Nc2ccccn2)cc1 | -0.0041 | -7 | 1.2 | -3 | 2 | 6 | 1655 | 3 | -6 | 108 | -4
Cc1nc(-c2cccc(NS(C)(=O)=O)c2)cs1 | -0.024 | -9 | 1.7 | 1 | -2 | 3 | 1543 | 3 | · | 107 | -1
CC(=O)N1CCN(c2ccc([N+](=O)[O-])c(-n3nc(C)cc3C)c2)CC1 | 0.63 | 9 | 0.9 | -3 | 4 | 1 | 1556 | 1 | 7 | 96 | 11
COc1cc(NC(=S)NC(=O)C(C)C)ccc1NC(=O)c1cc2ccccc2o1 | 1.2 | 19 | 9.5* | -7 | 3 | 0 | 1625 | 0 | -11 | 90 | -13
Cc1ccc(S(=O)(=O)Nc2cnc3ccccc3c2)cc1 | -0.66 | 18 | 0.0 | 10 | 14 | 10 | 1662 | 7 | -17 | 87 | 7
Additional records.
SMILES | ROMK mod | STAT3 inh | RAM network inh | STAT1 blocker | PPARg SRC-1 ag | PPARg SRC-2 ag | TR-FRET SRC-2 ct | PPARg SRC-3 ag | S1P3 antagonist | STAT3 activator | TLR4-MyD88 BLA
Cc1ccc(SC2CC(=O)N(c3ccc4c(c3)OCCO4)C2=O)cc1 (configuration not stated) | 0.58 | 7 | 0.4 | 1 | 1 | 2 | 1350 | 2 | 1 | 100 | 11
COc1ccc(-n2ccnc2SCC(=O)NCc2ccco2)c(OC)c1 | 0.12 | 6 | 0.5 | 7 | 10 | 9 | 1622 | -1 | 6 | 97 | 0
CCCc1cc(=O)oc2cc3occ(C)c3cc12 | · | 12 | 4.1 | 1 | 6 | 9 | 1502 | 18 | -17 | 96 | 1
CCCC(C)NC(=O)c1ccc(F)cc1 (configuration not stated) | · | 15 | -0.8 | -20 | 7 | 5 | 1601 | -3 | · | 87 | -3
Cc1ccc(C2(c3noc(CN(C)Cc4cnn(C)c4)n3)CCCC2)cc1 | 0.86 | 6 | 0.8 | 7 | 6 | 1 | 1493 | -4 | 5 | 99 | 5
Cc1cc(C)c(C#N)c(SCC(=O)NN2CC(=O)N(c3ccccc3F)CC2=O)n1 | 0.88 | -6 | 1.9 | -4 | 0 | -1 | 1510 | -3 | -1 | 108 | -11

Screening data from PubChem BioAssay.
